PvdQ inh = P. aeruginosa PvdQ acylase inhibitors, primary screen, biochemical, fluorescence, plate reader and imaging, single point; inhibition, % at 10 µM; PvdQ acylase [Pseudomonas aeruginosa LESB58]; purified PvdQ acylase; hit rate 0.063% among 340,000; AID 488965, 2010; in the data active = inhibition above about 30%, passing the limit was not always enough;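 note: 0% = vehicle neutral wells and 100% = reference inhibitor wells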
Cardiac RTF inh = cardiac RTF calcium sensitivity inhibitors, primary screen, biochemical, IANBD-TnC fluorescence, EC70 calcium | inhibition, % at 7.15 µM | hit rate 0.12% among 340,000 | Troponin I, cardiac muscle (Homo sapiens) + Troponin T, cardiac muscle (Homo sapiens) + … | IANBD-labeled cardiac RTF, Ca2+ fluorescence;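 active = inhibition above the mean inhibition of all tested compounds plus 3 SD, cut at about 17% in these data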;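 note: assay run at fixed EC70 calcium of 1.6 mM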
LANA DNA inh = inhibitors of KSHV C-LANA binding to DNA, primary screen, biochemical, fluorescence polarization, FAM-LBS DNA, MBP-C-LANA, single point. inhibition, % at 9 µM. hit rate 0.078% among 340,000;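 active = highest replicate inhibition at or above 60% at 9 µM, even if other replicates fall short; inactive = all replicates below 60% inhibition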;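 note: 0% = neutral control wells and 100% = 4 µM acridine orange control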
PKA-R2B act = activators of PKA-R2B holoenzyme, primary screen, biochemical, fluorescence polarization, Cy5-IP20, human; hit rate 0.079% among 340,000; AID 504700, 2011; cAMP-dependent protein kinase catalytic subunit beta (Homo sapiens) + cAMP-dependent …; PKA-R2B holoenzyme dissociation; R2B truncated from residue 108, S112A mutant; 0% DMSO only, 100% 113 µM cGMP; activation, % at 11.4 µM;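 active = activation above a cutoff set at the mean over all compounds plus 3 SD, cut at about 18% in these data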;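 note: higher means more holoenzyme dissociation and a rise in polarization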
Target sequence (P31323 whole entry, looked up, other chains not shown, the tested form may be a part): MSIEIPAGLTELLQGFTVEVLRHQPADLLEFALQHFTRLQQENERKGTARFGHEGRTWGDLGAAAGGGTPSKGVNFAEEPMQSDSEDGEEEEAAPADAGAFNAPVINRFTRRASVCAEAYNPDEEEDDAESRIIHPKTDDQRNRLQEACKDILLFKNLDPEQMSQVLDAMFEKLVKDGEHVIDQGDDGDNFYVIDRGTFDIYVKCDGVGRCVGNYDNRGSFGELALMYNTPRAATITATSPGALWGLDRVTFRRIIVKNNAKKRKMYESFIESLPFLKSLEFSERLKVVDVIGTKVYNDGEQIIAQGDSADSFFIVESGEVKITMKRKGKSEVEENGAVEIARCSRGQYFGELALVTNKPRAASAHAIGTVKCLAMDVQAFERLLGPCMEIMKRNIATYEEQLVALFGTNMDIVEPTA
SR-BI DiI-HDL act = activators of SR-BI mediated DiI-HDL uptake, primary screen, ldlA[mSR-BI] CHO cells, DiI fluorescence | hit rate 0.096% among 320,000 | AID 504775, 2011 | activation, % at 12.5 µM | 3 h; 100 = double the neutral-control signal;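 active = mean replicate activation of at least 60% and every replicate at or above 60%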;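 note: 0% = median plate neutral-control signal and 100% = twice that signal; values of inactives mirror those of a sister screen read the other way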
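material = CHO ldlA[mSR-BI] cells | medium = Ham's F12 with 0.5% BSA, HEPES 25 mM, pH 7.4 | reagent = fluorescent DiI-HDL, 10 µg/mL final | compound dosing = single-point compound dose | incubation = 3 h, 37 °C | measured by = bottom-read fluorescence, 550/595 nm | measure = HDL uptake via cellular fluorescence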
NSD2 HMT inh = NSD2 histone methyltransferase inhibitors, primary screen, biochemical, AlphaScreen, single concentration, set 2 | NSD2 peptide methylation, 120 min | inhibition, % at 12.5 µM | hit rate 0.54% among 310,000 | Histone-lysine N-methyltransferase NSD2 (Homo sapiens), O96028; in the data active = inhibition above about 50%
SR-BI HDL uptake = inhibitors of SR-BI mediated HDL lipid uptake, primary screen, ldlA[mSR-BI] cells, fluorescence, single point | Scavenger receptor class B member 1 (Mus musculus), Q61009 | ldlA[mSR-BI] CHO cells, DiI-HDL uptake fluorescence, 3 h | inhibition, % at 12.5 µM | hit rate 0.96% among 320,000;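 active = mean replicate inhibition of at least 70% and a set share of replicates each scoring 70 or more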;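 note: 0% = median of neutral control wells and 100% = median of positive control wells; values of inactives mirror those of a sister screen read the other way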
Target sequence (Q61009 whole entry, looked up): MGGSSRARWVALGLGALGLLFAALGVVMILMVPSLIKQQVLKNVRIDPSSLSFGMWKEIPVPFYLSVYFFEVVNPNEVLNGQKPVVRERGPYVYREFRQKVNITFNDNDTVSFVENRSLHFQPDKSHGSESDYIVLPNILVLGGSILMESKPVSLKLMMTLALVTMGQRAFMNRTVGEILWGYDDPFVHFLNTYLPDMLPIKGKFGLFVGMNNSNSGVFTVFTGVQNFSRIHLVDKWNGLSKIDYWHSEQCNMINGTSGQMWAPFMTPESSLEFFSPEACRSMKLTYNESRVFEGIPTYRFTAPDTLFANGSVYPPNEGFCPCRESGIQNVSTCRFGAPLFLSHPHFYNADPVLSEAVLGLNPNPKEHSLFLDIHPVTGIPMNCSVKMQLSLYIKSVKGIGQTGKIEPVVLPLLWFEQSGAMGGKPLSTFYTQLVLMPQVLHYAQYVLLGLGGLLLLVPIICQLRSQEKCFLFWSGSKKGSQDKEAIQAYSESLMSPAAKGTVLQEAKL
Arr AP2 block = inhibitors of beta-arrestin/AP2 binding, primary screen, biochemical, GPCR trafficking, flow cytometry; beta-arrestin 1 C-terminal peptide binding to AP2 beta2-adaptin appendage (human); FITC-arrestin peptide / GST-AP2 beads; AP2 beta2 appendage carries R879A mutation; inhibition, % at 10 µM; hit rate 0.31% among 340,000; AID 504490, 2011;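 active = inhibition above a set limit, near 3 SD of compounds lacking own fluorescence, cut at about 54% in these data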;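 note: plate controls were DMSO wells for no effect and 5 µM unlabelled arrestin peptide for full effect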
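System: GST-AP2 R879A glutathione beads. Medium: PBS with 0.05% Tween 20 and 0.1% BSA. Also added: FITC-arrestin peptide, 50 nM. Incubation: 12 min plus 1 h, RT. Measured by: high-throughput flow cytometry of beads, ex 488, em 535 nm. Evaluation: percent drop in bead-associated FITC signal.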
Keap1-Nrf2 PPI = Keap1-Nrf2 protein-protein interaction inhibitors, primary screen, biochemical, fluorescence polarization, single point | inhibition, % at 9.4 µM | Kelch-like ECH-associated protein 1 (Homo sapiens), Q14145 | hit rate 0.15% among 340,000 | Keap1 Kelch-Nrf2 peptide fluorescence polarization, 1536-well; in the data active = inhibition above about 12%;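 note: human Keap1 Kelch domain with fluorescein labeled Nrf2 9mer peptide probe; 0% = neutral control wells and 100% = peptide positive control; higher means more block of Keap1 binding to Nrf2 peptide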
DAGLB inh = DAGLB lipase inhibitors, primary screen, biochemical, fluorescence, HTS. Diacylglycerol lipase-beta (Homo sapiens), Q8NCG7. HEK293T DAGLB membrane lysate, EnzChek fluorogenic substrate. inhibition, % at 5.17 µM. hit rate 0.059% among 340,000; in the data active = inhibition above about 34%;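 note: 0% = enzyme with vehicle and 100% = wells lacking enzyme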
Starred values were filed as active, the others as inactive; . = no result given.

Compound | PvdQ inh | Cardiac RTF inh | LANA DNA inh | PKA-R2B act | SR-BI DiI-HDL act | NSD2 HMT inh | SR-BI HDL uptake | Arr AP2 block | Keap1-Nrf2 PPI | DAGLB inh
CC(C)c1ccc(OCC(=O)NC(C)c2ccccc2)cc1 (centres undefined) | -7.9 | -4.3 | -1.1 | -10.7 | -0.9 | -3.8 | 0.9 | 11.6 | -2.5 | -4.5
Cn1cc(CN2C[C@]3(C)C[C@H]2CC(C)(C)C3)c(-c2ccc3c(c2)OCCO3)n1 | -14.9 | -3.8 | 0.3 | 2.7 | 7.2 | 0.1 | -7.2 | -43.5 | -3.3 | -3.1
O=C(Nc1cccc(S(=O)(=O)NC2=NCCC2)c1)c1cc(-c2ccco2)nc2ccccc12 | -9.7 | 0.0 | 0.7 | -8.1 | -43.1 | 21.4 | 43.1 | -8.9 | -3.9 | 1.9
CCOC(=O)C1CCN(CC(O)COCc2ccccc2)CC1 (centres undefined) | -11.4 | -7.2 | 0.4 | -14.6 | 26.1 | 29.4 | -26.1 | -4.1 | 0.4 | 0.8
Cn1c(=O)oc2cc(S(=O)(=O)Nc3ccccc3)ccc21 | 13.1 | -5.0 | 0.2 | 4.1 | 5.1 | -11.9 | -5.1 | 9.2 | 3.6 | -0.6
NNc1nc2c(F)cc(F)cc2s1 | -5.6 | -20.7 | -0.2 | 4.5 | -16.4 | -3.2 | 16.4 | 2.7 | -1.2 | -0.1
COC(=O)c1ccccc1NC(=S)NC(=O)c1ccccc1C | -7.5 | -3.5 | 0.8 | 3.5 | -21.2 | 3.1 | 21.2 | 0.2 | 2.8 | 0.1
COc1ccc(CN2CCN(C)CC2)cc1OCc1ccccc1 | -14.1 | -6.0 | -1.1 | -5.7 | 7.0 | -3.6 | -7.0 | -1.1 | -0.6 | -0.8
O=C1c2ccccc2S(=O)(=O)c2cc(C(=O)N3CCC(O)CC3)ccc21 | -6.5 | -9.4 | -1.8 | -7.7 | -3.2 | . | 3.2 | 8.0 | -3.0 | 2.0
COc1ccc(C2c3ccc(O)cc3Oc3ncn4nc(-c5cccnc5)nc4c32)cc1OC (centres undefined) | -7.4 | 2.9 | 1.1 | 0.2 | . | 0.3 | . | 5.4 | 1.4 | -2.0
Cc1ccccc1NC(=O)CN(c1ccc(F)cc1)S(C)(=O)=O | 13.8 | -8.1 | 2.1 | -7.5 | 10.6 | 4.1 | -10.6 | 3.8 | -2.6 | 2.5
COc1ccc2c(C)cc(=O)[nH]c2c1 | -13.4 | -1.7 | 0.8 | -7.2 | 19.1 | 0.4 | -19.1 | 3.8 | -4.8 | 2.6
CCOC(=O)N1CCN(C(=O)CN2C(=O)COc3ccc(C(C)(C)C)cc32)CC1 | -4.2 | -17.9 | -0.9 | 8.3 | 11.4 | -2.3 | -11.4 | -5.6 | -3.2 | 1.4
C[C@H](N)C(=O)NC[C@H]1O[C@@H](n2cnc3c(N)ncnc32)[C@H](O)[C@@H]1O | -9.6 | -1.3 | 3.0 | 0.6 | . | . | . | -0.1 | -10.5 | -2.8
Clc1ccc2c(N/N=C/c3cccnc3)ccnc2c1 | -4.9 | -0.2 | 0.7 | -7.4 | -7.3 | -1.7 | 7.3 | 11.7 | 1.7 | 1.9
Cc1nc2ccc(NC(=O)COc3ccccc3)cc2s1 | -0.9 | -6.1 | 3.2 | -8.9 | 4.8 | -3.5 | -4.8 | 4.2 | 1.0 | -7.1
COc1ccc(C2CC(=O)C(C3NCCc4ccccc43)=C(O)C2n2cncn2)cc1 (centres undefined) | 8.5 | 5.2 | -0.4 | 2.3 | 22.9 | 0.3 | -22.9 | -9.2 | -4.3 | -1.3
COc1ccc(C(=O)C2CCCN(C(=O)c3ccnn3C)C2)cc1OC (centres undefined) | -4.7 | -8.2 | 0.3 | -2.5 | 6.5 | -2.4 | -6.5 | 16.6 | -1.4 | 2.9
Cc1nn(-c2ccccc2)nc1CNC(=O)c1ncoc1-c1ccccc1 | 9.4 | -3.1 | -0.1 | 10.3 | 1.5 | 10.2 | -1.5 | 47.8 | -1.5 | -6.8
O=C1c2ccccc2C(Nc2ccc(S(=O)(=O)N3CCOCC3)cc2)N1Cc1ccco1 (centres undefined) | -17.2 | -2.0 | -1.3 | -0.5 | 9.7 | . | -9.7 | -2.1 | -4.0 | -0.8

(further entries)
Compound | PvdQ inh | Cardiac RTF inh | LANA DNA inh | PKA-R2B act | SR-BI DiI-HDL act | NSD2 HMT inh | SR-BI HDL uptake | Arr AP2 block | Keap1-Nrf2 PPI | DAGLB inh
COc1cccc(/C=C(\C#N)C(=O)NC2CCS(=O)(=O)C2)c1 (centres undefined) | -14.9 | -4.5 | -0.4 | -4.6 | 4.1 | 0.9 | -4.1 | 6.6 | -4.9 | -2.5
Cc1ccc(NC(=O)CSc2sc3c(O)cc(=O)[nH]c3c2C#N)cc1C | -11.5 | 0.5 | 0.5 | -3.6 | . | -1.8 | . | 2.2 | -7.7 | 4.4
O=C(Nc1ccc2c(c1)OCCO2)C(=O)NC1CC1 | -6.9 | 1.4 | 1.4 | 9.4 | 6.8 | 1.6 | -6.8 | -2.8 | -0.1 | 3.2
CC(=O)N(C)c1ccc(NC(=S)Nc2ccccc2)cc1 | -11.7 | -2.3 | 0.4 | -8.1 | -4.9 | . | 4.9 | -4.8 | 3.0 | 1.1
S=c1[nH]nc(-c2ccccc2)n1C1C=CCCC1 (centres undefined) | -0.7 | -2.9 | 3.5 | 7.7 | -1.6 | 2.7 | 1.6 | 12.7 | 0.1 | 2.4
CCN1CCN(c2ccc(S(=O)(=O)N3CCOCC3)cc2N)CC1 | 4.0 | 7.9 | 0.0 | 4.8 | 22.8 | 6.3 | -22.8 | 6.4 | -3.2 | -1.6
COc1ccc(N2C(=O)C(OC(C)=O)C2c2ccc(C)cc2)cc1 (centres undefined) | -12.0 | -10.7 | 0.9 | 0.6 | -11.6 | -1.3 | 11.6 | -1.6 | -0.4 | 0.6
COc1ccc(C(=O)Nc2ccccc2N2CCCC2)cc1 | 1.7 | -2.0 | 0.5 | -7.4 | -20.9 | -1.1 | 20.9 | 17.6 | -2.6 | -10.2
Cc1cc(O)c(-c2ccno2)cc1Cl | -12.4 | -9.7 | -0.3 | -3.0 | 35.9 | -3.2 | -35.9 | 2.8 | -3.7 | -1.8
CCCCN(C(=O)C1CC(=O)N(CCc2ccc(OC)c(OC)c2)C1)c1c(N)n(CCCC)c(=O)[nH]c1=O (centres undefined) | 5.0 | -0.4 | 3.6 | -8.7 | 20.0 | -1.8 | -20.0 | -12.0 | -0.5 | 0.3
CC(C)CN(C(=O)COC(=O)CNC(=O)c1sc2ccccc2c1Cl)C1CCS(=O)(=O)C1 (centres undefined) | -6.9 | -18.1 | -0.5 | -1.2 | -1.1 | 0.2 | 1.1 | -10.5 | -1.5 | -0.2
CC1CCCCN1C(=O)CCC(=O)Nc1nnc(C2CCCCC2)s1 (centres undefined) | -6.7 | -1.9 | -0.4 | -4.1 | 9.3 | 3.5 | -9.3 | -15.0 | -4.2 | 2.0
CNc1ccc(Br)cc1C(O)c1ccccc1 (centres undefined) | -4.1 | 0.3 | 0.7 | 6.1 | -14.9 | 0.5 | 14.9 | -5.3 | 4.3 | 1.1
O=C(Nc1ccc(OCC(F)(F)C(F)F)c(C(F)(F)F)c1)c1ccccc1O | -0.6 | -7.0 | 0.8 | -8.5 | -43.8 | -3.3 | 43.8 | -1.5 | 1.4 | 1.8
COc1ccc(N2CCN(C(=O)NCc3ccc(C)cc3)CC2)cc1 | -4.9 | -22.2 | 1.0 | -11.9 | 15.4 | -5.8 | -15.4 | 11.4 | -2.0 | 1.4
CC(=O)Nc1ccc(S(=O)(=O)NC2(C(F)(F)F)C(=O)Nc3c2c(=O)n(C)c(=O)n3C)cc1 (centres undefined) | -0.5 | -1.6 | 0.2 | -5.9 | 15.9 | 6.9 | -15.9 | 2.0 | -3.5 | 0.6
CC(/C=C1\N=C(SCc2ccccc2)SC1=O)=C\c1ccccc1 | 13.6 | -18.0 | 2.0 | 2.5 | 8.7 | -0.2 | -8.7 | -0.2 | -4.8 | -3.1
CCOC(=O)C1=C(C)OC(N)=C(C#N)C1c1cccs1 (centres undefined) | -2.3 | . | 0.3 | . | -8.6 | -0.9 | 8.6 | -14.1 | -1.1 | .
O=C(CCS(=O)(=O)c1cccc2nsnc12)N1CCN(Cc2ccc3c(c2)OCO3)CC1 | -13.7 | 0.9 | -2.4 | -3.5 | 7.5 | 0.7 | -7.5 | 3.0 | 1.1 | -3.1
CCC/C(O)=C1\C(=O)CC(c2ccccc2)CC1=NC (centres undefined) | -9.9 | -9.0 | 0.3 | 4.4 | 17.5 | -0.5 | -17.5 | 2.5 | -4.5 | 0.1
COc1cc(OC)c2ccc(=O)oc2c1C(CC(=O)N1CCCC1)c1ccc2c(c1)OCO2 (centres undefined) | -8.9 | -6.9 | 5.1 | -3.9 | -15.1 | . | 15.1 | 0.6 | 2.2 | 1.2
O=[N+]([O-])c1ccc(Nc2nc(NCCO)nc(N3CCCC3)n2)cc1 | -9.6 | -6.1 | 0.1 | -10.2 | -46.8 | 1.7 | 46.9 | 0.2 | -0.2 | 2.5

A second format for some results above.
Below each compound: PvdQ inh | Cardiac RTF inh | LANA DNA inh | PKA-R2B act | SR-BI DiI-HDL act | NSD2 HMT inh | SR-BI HDL uptake | Arr AP2 block | Keap1-Nrf2 PPI | DAGLB inh
> O=C(Nc1ccc(OCC(F)(F)C(F)F)c(C(F)(F)F)c1)c1ccccc1O
    -0.6 | -7.0 | 0.8 | -8.5 | -43.8 | -3.3 | 43.8 | -1.5 | 1.4 | 1.8
> COc1ccc(N2CCN(C(=O)NCc3ccc(C)cc3)CC2)cc1
    -4.9 | -22.2 | 1.0 | -11.9 | 15.4 | -5.8 | -15.4 | 11.4 | -2.0 | 1.4

Screening results from PubChem BioAssay.
